Bioassay records: PubChem BioAssay, Sanford-Burnham Center for Chemical Genomics
Apaf1 inhib: blocks human Apaf-1 apoptosome activity; inhibition, % at 20 µM; 330,000 compounds, 0.71% hits; O14727; reconstituted apoptosome caspase-3 activity, DEVD-Rh110 fluorescence; active = inhibition of at least 40% at 20 µM;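 note: plate controls were DMSO wells for no effect and DEVD-CHO caspase inhibitor wells for full effect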
Target sequence (O14727 whole entry, looked up): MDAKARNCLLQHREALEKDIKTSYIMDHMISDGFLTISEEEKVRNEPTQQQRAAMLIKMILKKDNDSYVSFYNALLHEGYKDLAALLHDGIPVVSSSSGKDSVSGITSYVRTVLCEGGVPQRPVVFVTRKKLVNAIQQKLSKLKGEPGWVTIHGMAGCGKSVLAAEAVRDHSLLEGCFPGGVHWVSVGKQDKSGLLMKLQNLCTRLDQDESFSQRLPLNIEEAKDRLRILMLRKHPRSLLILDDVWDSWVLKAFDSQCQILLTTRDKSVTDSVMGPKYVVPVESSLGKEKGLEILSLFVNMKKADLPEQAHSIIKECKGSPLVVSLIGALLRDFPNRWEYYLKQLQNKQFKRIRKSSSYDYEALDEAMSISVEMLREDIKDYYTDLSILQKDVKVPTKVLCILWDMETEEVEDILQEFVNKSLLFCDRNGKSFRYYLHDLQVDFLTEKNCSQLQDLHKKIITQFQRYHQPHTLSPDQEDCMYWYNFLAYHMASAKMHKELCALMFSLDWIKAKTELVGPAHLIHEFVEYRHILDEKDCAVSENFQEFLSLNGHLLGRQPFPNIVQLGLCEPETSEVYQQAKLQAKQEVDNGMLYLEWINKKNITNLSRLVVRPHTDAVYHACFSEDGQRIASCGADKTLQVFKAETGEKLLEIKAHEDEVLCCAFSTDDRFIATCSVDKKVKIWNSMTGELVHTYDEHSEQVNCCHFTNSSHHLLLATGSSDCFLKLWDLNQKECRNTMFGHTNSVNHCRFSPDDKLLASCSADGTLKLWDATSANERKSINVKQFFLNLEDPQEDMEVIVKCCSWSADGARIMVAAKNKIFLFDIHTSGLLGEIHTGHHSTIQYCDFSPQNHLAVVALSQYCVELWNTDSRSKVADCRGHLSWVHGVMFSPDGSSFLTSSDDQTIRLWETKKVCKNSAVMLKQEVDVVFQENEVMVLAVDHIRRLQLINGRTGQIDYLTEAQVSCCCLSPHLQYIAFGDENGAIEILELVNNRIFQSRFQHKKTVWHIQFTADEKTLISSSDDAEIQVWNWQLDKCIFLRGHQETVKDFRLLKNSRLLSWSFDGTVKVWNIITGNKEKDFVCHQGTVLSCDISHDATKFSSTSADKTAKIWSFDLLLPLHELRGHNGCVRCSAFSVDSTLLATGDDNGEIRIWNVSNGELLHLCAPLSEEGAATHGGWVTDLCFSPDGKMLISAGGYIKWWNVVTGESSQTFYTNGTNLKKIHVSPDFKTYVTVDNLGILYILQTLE
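Material: cell-free apoptosome with Apaf-1, procaspase-3 and caspase-9; Buffer or medium: Hepes pH 7.5 with detergent and BSA; Reagent: cytochrome c trigger plus (Z-DEVD)2-Rh110 caspase-3 substrate; Times: compound with Apaf-1, dATP, procaspase-3 30 min, then 50 min reaction, room temperature; Technique: Rh110 fluorescence intensity.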
SENP7 block: inhibitors of human SENP7 protease; Q9BQF6; recombinant SENP7, Z-RLRGG-aminoluciferin luminescence, 40 min; inhibition, % at 5 µM; 330,000 compounds, 1.5% hits; AID 434973;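 active = inhibition above about 50% at the single test dose, limit read from the data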;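 note: plate controls were DMSO with enzyme for no effect and no enzyme buffer wells for full effect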
SENP8 block-1: blocks the human protease SENP8; Q96LD8; purified SENP8, Z-RLRGG-aminoluciferin cleavage, luminescence; inhibition, % at 10 µM; 330,000 compounds, 1.2% hits; AID 2540; in the data active = inhibition above about 50%
SENP1 FRET inh: SENP1 (human) catalytic domain inhibition. Q9P0U3. recombinant SENP1 catalytic domain, CyPet-SUMO1-YPet FRET cleavage. inhibition, % at 10 µM. 360,000 compounds, 0.21% hits;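 active = inhibition at least 30% at 10 µM, raw YFP signal under a set limit, fluorescence ratio 0.5 to 1.5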;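 note: 0% = enzyme with DMSO and 100% = no enzyme wells; some results filed as inactive read as strong as hits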
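Material: hSENP1 catalytic domain, recombinant; medium: Tris pH 8 with BME, BSA, NP40 and catalase; compound: single concentration of 10 µM compound, 0.5% DMSO final; technique: FRET read of cyan and yellow fluorescence; timing: 50 min enzyme reaction, room temperature, light-protected; reagent: SFCypet-SUMO1-SFYpet substrate at 25 nM; control set: no-enzyme low, enzyme-DMSO high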
SENP6 inh: blocks the human protease SENP6; Recombinant SENP6 catalytic domain, aminoluciferin luminescence; Q9GZR1; 330,000 compounds, 1.8% hits; inhibition, % at 10 µM;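 active = inhibition above about 50% at the single tested dose, limit read from the data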;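 note: plate controls were DMSO wells with enzyme for no effect and DMSO wells lacking enzyme for full effect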
PfGluPho inh: PfG6PD (Plasmodium falciparum) enzyme inhibition; AID 504690; 350,000 compounds, 0.78% hits; inhibition, % at 20 µM; PfGluPho enzyme, NADPH resazurin-diaphorase fluorescence;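 active = inhibition reaching at least a set limit at 20 µM in the primary screen, cut at about 59% in these data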;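 note: 0% = DMSO wells with substrate and 100% = DMSO wells lacking glucose-6-phosphate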
HKDC1 inhibitor: blocks human hexokinase HKDC1 activity; recombinant HKDC1, G6PDH/diaphorase resazurin coupled fluorescence; 340,000 compounds, 0.16% hits; inhibition, % at 20 µM; AID 493160; Q2TB90;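 active = inhibition above about 35% when tested at 20 µM, limit read from the data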;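 note: plate controls were DMSO wells with enzyme for no effect and DMSO wells lacking enzyme for full effect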
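test system = in-house recombinant HK5 (HKDC1) enzyme | amount = HKDC1 at 5 µg/mL | control set = DMSO-enzyme wells negative, buffer-substituted wells positive | compound = one dose of 20 µM, 1% DMSO | schedule = reaction time 90 min, room temperature, protected from light | technique = resorufin fluorescence at 613 nm | reagent = glucose with 1 mM ATP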
SENP8 block-2: inhibitors of human SENP8 protease; Q96LD8; recombinant SENP8, Nedd8 substrate fluorescence; inhibition, % at 20 µM; 360,000 compounds, 0.64% hits; AID 602440; in the data active = inhibition mostly above about 40%, no sharp cut-off; inactive = mostly below about 27%
An asterisk follows results filed as active; i = inactive; . = no result given.

SMILES	Apaf1 inhib	SENP7 block	SENP8 block-1	SENP1 FRET inh	SENP6 inh	PfGluPho inh	HKDC1 inhibitor	SENP8 block-2
O=C(NCCO)c1cc2c([nH]c3ccccc32)c(-c2ccc(F)cc2)n1	5	0	-2	-21	5	23	2	-317
Cc1ccc(S(=O)(=O)Nc2cccc(/C=C/C(=O)O)c2)cc1	-6	3	2	4	-3	2	4	21
COc1ccc(-n2nnnc2SCC(=O)Nc2ccccc2N2CCOCC2)cc1OC	-8	1	2	1	4	-20	9	19
O=C(CC(O)CCc1ccccc1)c1ccc(O)cc1 (stereo not drawn)	1	-8	-14	0	-13	-3	-3	35
CC(Cc1n[nH]c(=S)o1)c1ccccc1 (stereo not drawn)	0	-2	-3	-1	19	20	-13	3
Cc1ccc(S(=O)(=O)N2CCc3cc4c(cc3C2C)OCCCO4)cc1 (stereo not drawn)	21	-14	-10	1	-22	-10	0	5
Cc1ccc(COCC(CC(C)C)N2CCN(C(=O)c3cccc(C(F)(F)F)c3)CCC2=O)cc1 (stereo not drawn)	18	-4	-1	2	-7	14	0	-6
O=C(COc1ccc(F)cc1Cl)Nc1ccc(N2CCOCC2)cc1N1CCOCC1	7	0	-6	0	0	10	-1	10
Cc1cccc(CNCc2ccccc2)c1	1	-1	-1	2	12	-3	-13	30
CC(=O)N(C)c1ccc(OCC(O)CN(Cc2ccco2)S(=O)(=O)c2ccc(C)cc2)cc1 (stereo not drawn)	0	11	-3	-1	-13	-3	-1	16
C[C@H](NC(=O)c1nc[nH]c1C(=O)NCCCCCNC(=O)OC(C)(C)C)C(=O)OC(C)(C)C	8	-6	7	1	-16	26	-5	19
COc1ccc(-c2cc(C(=O)NC(C)c3ccccn3)c3ccccc3n2)cc1OC (stereo not drawn)	-5	-4	8	-4	3	5	-2	i
CC(NC(=O)COc1ccc(-c2nnco2)cc1)c1ccc(Cl)cc1Cl (stereo not drawn)	13	7	-2	-1	-12	-6	-7	-4
COc1ccc(CC(C)NS(=O)(=O)c2ccc3c(c2)CCN3S(C)(=O)=O)cc1OC (stereo not drawn)	5	-6	-8	1	-5	-6	-5	5
CCN(CC)S(=O)(=O)c1cccc(C(=O)N[C@@H](C)c2nc3ccccc3[nH]2)c1	1	3	-2	.	0	.	.	.

The closing 6 compounds of the part before open the next one:
SMILES	Apaf1 inhib	SENP7 block	SENP8 block-1	SENP1 FRET inh	SENP6 inh	PfGluPho inh	HKDC1 inhibitor	SENP8 block-2
CC(=O)N(C)c1ccc(OCC(O)CN(Cc2ccco2)S(=O)(=O)c2ccc(C)cc2)cc1 (stereo not drawn)	0	11	-3	-1	-13	-3	-1	16
C[C@H](NC(=O)c1nc[nH]c1C(=O)NCCCCCNC(=O)OC(C)(C)C)C(=O)OC(C)(C)C	8	-6	7	1	-16	26	-5	19
COc1ccc(-c2cc(C(=O)NC(C)c3ccccn3)c3ccccc3n2)cc1OC (stereo not drawn)	-5	-4	8	-4	3	5	-2	i
CC(NC(=O)COc1ccc(-c2nnco2)cc1)c1ccc(Cl)cc1Cl (stereo not drawn)	13	7	-2	-1	-12	-6	-7	-4
COc1ccc(CC(C)NS(=O)(=O)c2ccc3c(c2)CCN3S(C)(=O)=O)cc1OC (stereo not drawn)	5	-6	-8	1	-5	-6	-5	5
CCN(CC)S(=O)(=O)c1cccc(C(=O)N[C@@H](C)c2nc3ccccc3[nH]2)c1	1	3	-2	.	0	.	.	.
Cc1cccc(N(CC(=O)NCc2ccco2)C(=O)CCC(=O)Nc2ccccn2)c1	.	.	.	3	.	0	-3	28
O=C(NC1CCC(=O)N(CCOc2ccccc2)CC1)OCc1ccccc1 (stereo not drawn)	1	-11	3	1	-5	-4	-9	9
COc1ccc(/C=C/c2ccncc2)cc1OC	6	6	-1	6	11	-2	-7	-342
Clc1cccc(C2Nc3cccc4cccc(c34)N2)c1	1	1	13	7	3	21	10	38
Cc1[nH]c2ccccc2c1C(=O)COc1ccccc1F	2	-14	-21	0	-27	4	2	7
Nc1nc(SCC(=O)Nc2c(Br)cc([N+](=O)[O-])cc2Br)n[nH]1	-1	-4	-6	-1	-13	-3	-8	24
CC(=O)c1cc2c(cc1N(C(=O)Cn1nnc3ccccc31)C(C(=O)NCCC(C)C)c1cccnc1)OCO2 (stereo not drawn)	9	1	-3	1	-5	33	-8	-6
CCNC(=S)N(CCc1c(C)[nH]c2ccc(OC)cc12)Cc1cccnc1	8	-1	-5	2	-7	4	-2	14
O=C(O)c1c2c(nc3ccccc13)-c1ccccc1CC2	14	6	-5	2	5	3	-2	-50
CCCC(=O)OCC(=O)NCc1ccc(Cl)cc1	-4	3	1	-1	-8	4	-7	4
COc1cccc2c3c(c(=O)[nH]c12)CCC(C)(C)O3	-63	3	-8	0	8	-20	-10	18
CC(=O)N(c1ccccc1)c1ccc([N+](=O)[O-])cc1[N+](=O)[O-]	0	-8	-10	12	0	1	-5	19
CC(Oc1ccc(Cl)cc1)c1ccnc(N)n1 (stereo not drawn)	-22	-5	2	2	9	-14	6	7
Cc1ccc(CC2CC(=O)N(C(Cc3ccccc3)C(=O)O)C2=O)cc1 (stereo not drawn)	13	7	-5	0	-15	16	-2	6
COc1cc(OC)cc(C(=O)NC(=S)Nc2ccc3oc(=O)ccc3c2)c1	-12	-4	0	3	-13	-7	-3	-3
O=C(O)CCn1c(=O)[nH]c(=O)n(CCC(=O)O)c1=O	-11	11	1	2	-13	10	-6	10
COc1cc(/C=N\NC(=O)OC(C)(C)C)ccc1OC(=O)c1ccco1	10	-6	2	1	9	2	-4	13
COc1ccc(CN(C)C(=O)CNC(=O)c2cccs2)c(OC)c1	-4	-1	-4	0	-11	9	-2	10
CC1CCc2c(sc3nc(CSc4ncn[nH]4)[nH]c(=O)c23)C1 (stereo not drawn)	3	1	14	0	19	-11	-5	-16
CCN(CC)S(=O)(=O)c1ccc(S(=O)(=O)N(CC(=O)Nc2ccccc2)CC2CCCO2)cc1 (stereo not drawn)	-1	-4	-3	5	-6	12	-13	9
C[C@H]1C(=O)N(C)CCN1C(=O)c1cccc(OC2CCN(CC(C)(C)C)CC2)c1	-18	8	3	-6	-3	-11	-1	16
COc1cc(SC)ccc1C(=O)Nc1ncc(Cl)cc1Cl	2	14	-1	2	-18	11	-2	-22
Cc1ccc2oc(C(Cl)(Cl)Cl)cc(=O)c2c1	-11	-7	-23	1	-23	-11	-1	13
CCOC(=O)N1CCN(C(=O)c2cc(-n3cnnc3)ccc2Cl)CC1	1	-1	-10	2	2	-6	-4	30
CC1CCN(c2nnc(-c3ccccc3)c3ccccc23)CC1	17	-3	-5	1	-6	-11	7	-3
O=C(CSc1ncnc2nc[nH]c12)N1CCN(c2ccc(Cl)cc2)CC1	-9	3	-6	0	-1	-8	-2	13
Cc1cc(C(=O)N2CCN(Cc3ccc4c(c3)OCO4)CC2)on1	3	5	-3	1	-6	-2	-2	18
COC(=O)Cn1ncc2c3ccccc3n(C)c2c1=O	7	-8	-8	0	-19	-3	-8	-92
COC(=O)[C@]1(C)CCC[C@@]2(C)C3CC[C@@]4(C)C[C@]3(CC[C@H]12)C[C@H]4O (stereo partly drawn)	24	-1	-8	1	-8	-16	-1	17
CCn1cc(C(=O)O)c(=O)c2cc(F)c(N3CCN(C(=S)NC(=O)c4ccccc4Br)CC3)cc21	11	-7	-10	-1	5	19	-2	-306
Cc1cs/c(=N\N=C\c2ccccc2)n1Cc1ccco1	.	.	.	-15	.	20	-8	-7
COCCCn1cnc2oc3nc4ccccc4nc3c2c1=O	11	-2	-6	-38	1	9	3	i
Cc1ccccc1C(=O)Nc1sc(C)c(C)c1C(=O)c1ccccc1	5	2	-4	2	3	51	-4	31
CSCC[C@H](NC(=O)C(C)(C)Oc1ccc(Cl)cc1)c1nc2ccccc2[nH]1	6	-7	-9	-3	-9	1	-11	1
O=C(Cc1ccc(NC(=O)C2CCCN(C(=O)C3CCCC3)C2)cc1)Nc1cccc(C(=O)N2CCCCC2)c1 (stereo not drawn)	.	.	.	2	.	-5	-4	9
CSCC(C)N1CCC(n2nccc2NC(=O)c2ccccc2C)CC1 (stereo not drawn)	-3	2	-7	-49	0	7	-3	-1
COc1ccccc1C(=O)NC(=S)Nc1cccnc1Cl	12	4	7	0	16	17	1	12
O=C(Cc1c(F)cccc1Cl)Nc1ccc(S(=O)(=O)NCC2CCCO2)cc1 (stereo not drawn)	9	-2	-4	1	-13	-15	-1	20
CN(C(=O)COC(=O)c1cc(=O)[nH]c2ccccc12)c1ccccc1	7	-6	-7	-1	0	-21	-2	-313
O=C(O)CC1(CC(=O)Nc2ccc3ccccc3c2)CCCCC1	11	7	-11	1	-10	9	1	7
CNC(=S)NNC(=O)c1ccc(=O)n(Cc2cccc(C(F)(F)F)c2)c1	-4	3	5	1	-5	-6	-9	5
Cc1ccc(CNS(=O)(=O)c2ccccc2[N+](=O)[O-])cc1	0	0	-1	-1	-11	12	-9	2
CCN(c1ccc(OC)cc1)S(=O)(=O)c1ccc(-c2ccc(=O)[nH]n2)o1	-7	1	2	3	11	-12	4	-10
Cc1cc(NC(=O)CSc2ccc3nnc(-c4ccc(Cl)cc4)n3n2)no1	1	-6	-11	0	-28	-19	5	-115
Cc1ccc(NCC(=O)N/N=C/c2ccncc2)cc1	-1	-1	-5	0	3	-1	-11	6

Structural class, the entries above with a CF3 group.
SMILES	Apaf1 inhib	SENP7 block	SENP8 block-1	SENP1 FRET inh	SENP6 inh	PfGluPho inh	HKDC1 inhibitor	SENP8 block-2
Cc1ccc(COCC(CC(C)C)N2CCN(C(=O)c3cccc(C(F)(F)F)c3)CCC2=O)cc1 (stereo not drawn)	18	-4	-1	2	-7	14	0	-6
CNC(=S)NNC(=O)c1ccc(=O)n(Cc2cccc(C(F)(F)F)c2)c1	-4	3	5	1	-5	-6	-9	5

Additional structures
SMILES	Apaf1 inhib	SENP7 block	SENP8 block-1	SENP1 FRET inh	SENP6 inh	PfGluPho inh	HKDC1 inhibitor	SENP8 block-2
COc1ccc(CN(C)C(=O)c2[nH]c(C)c(C(C)=O)c2C)cc1F	7	0	-14	0	-15	-9	4	10
COc1ccc(C2=NS(=O)(=O)N(C)C(C(=O)N(C)Cc3ccccc3)=C2)cc1OC	-1	-4	4	-5	-3	-3	-4	-282
CCOc1ccc(C2C(C(=O)c3ccc(C)o3)=C(O)C(=O)N2CCCN(CC)CC)cc1 (stereo not drawn)	-10	7	-1	-20	7	8	-9	5
Cc1nn(Cc2c(F)cccc2Cl)c(C)c1NC(=O)C1CC1	7	-7	-5	2	-5	-16	11	31
CC(C)N(Cc1ccccc1)C(=O)COC(=O)c1cnccn1	-14	1	4	-4	12	-6	-7	10
Cc1nc(C)c(C(=O)Nc2cccc(C)c2C)s1	-3	-1	3	-2	-8	-2	-3	11
COc1cc(C2C(C#N)=C(N)N(N(C)C)C3=C2C(=O)CCC3)cc(OC)c1OC (stereo not drawn)	5	7	5	2	21	0	-3	21
COc1cc(C(C)=O)ccc1OCC(=O)NCC1(N2CCCCC2)CCCCC1	13	-1	-1	0	-2	5	-9	3
Cc1ccc(C)c(OCCC(=O)NNC(=O)c2ccccc2F)c1	0	-6	-2	1	-6	-8	-2	8
OC[C@@H](O)[C@@H](O)[C@H](O)[C@H](O)CO	3	6	-1	0	7	5	-5	15
CC1CN(C(=O)/C=C/c2cccc([N+](=O)[O-])c2)CC(C)O1 (stereo not drawn)	9	1	-1	1	-22	24	4	29
CCN(CC)CCCNC(=S)N(CCO)Cc1cc2cc3c(cc2[nH]c1=O)OCO3	1	-9	-10	-4	-1	1	-9	-307
